Glyco luc inh: increase of ERlucT glycosylation luciferase signal, primary screen, N-linked glycosylation inhibitor project, D54 ERlucT cells, luminescence, set 2; D54 ERlucT glycosylation luciferase reporter, 24 h; percent of 100 nM tunicamycin response; reporter increase, % at 12.5 µM; 360,000 tested, 0.23% active;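 active means mean luciferase reporter signal, scaled so untreated is 0 and the glycosylation-blocking control 100, at or above a set limit in every replicate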;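 further: luciferase carries N-glycosylation sites so blocking glycosylation raises the light; 0% = median of neutral control wells and 100% = median of 100 nM tunicamycin wells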
CaV13 FRET inh: Primary screen for inhibitors of IQ motif and Ca2+-dependent inactivation inhibitor domain binding in CACNA1D, Förster resonance energy transfer in living cells, …; inhibition, % at 12.3 µM; AID 743397; HEK cells, CFP/YFP FRET ICDI-IQ, plate reader, 10 min; percent FRET-ratio fall versus neutral wells; 340,000 tested, 0.098% active;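 active means mean replicate inhibition of at least 30% and at least 1% of replicates passing that level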;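 further: 0% = median of the neutral control wells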
Vif imaging: HIV Vif self-association inhibitors, primary screen, imaging, HEK293T, single point | AID 602346, 2012 | 340,000 tested, 0.35% active | inhibition, % at 7.49 µM | HEK293T cells, Vif self-association by quenched fluorescence, 24 h; in the data active means inhibition above about 50%, passing the limit was not always enough; further: some results filed as inactive read as strong as hits
m5-HT2A agonist: mouse Htr2a agonists via beta-arrestin recruitment, primary screen, cell-based, luminescence. CHO-K1 mHTR2A beta-arrestin complementation; percent of 30 µM serotonin response. activation, % at 7.6 µM. 360,000 tested, 0.66% active. AID 624169, 2012;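 active means activation above a run cutoff, the mean activation of all tested compounds plus 3 SD, cut at about 14% in these data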;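 further: 0% = plate median of compound wells and 100% = 30 µM serotonin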
MC4R ag barr: MC4R agonists recruiting beta-arrestin, primary screen, cell-based, luminescence, agonist arm of biased-ligand search; 360,000 tested, 0.98% active; U2OS MC4R beta-arrestin complementation; percent of melanotan II response, DMSO zero; activation, % at 8.9 µM; Melanocortin receptor 4 (Homo sapiens), P32245;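 active means activation above a per-plate cutoff, the mean activation of sample wells on that plate plus 3 SD, cut at about 8% in these data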
Target sequence (P32245 whole entry, looked up): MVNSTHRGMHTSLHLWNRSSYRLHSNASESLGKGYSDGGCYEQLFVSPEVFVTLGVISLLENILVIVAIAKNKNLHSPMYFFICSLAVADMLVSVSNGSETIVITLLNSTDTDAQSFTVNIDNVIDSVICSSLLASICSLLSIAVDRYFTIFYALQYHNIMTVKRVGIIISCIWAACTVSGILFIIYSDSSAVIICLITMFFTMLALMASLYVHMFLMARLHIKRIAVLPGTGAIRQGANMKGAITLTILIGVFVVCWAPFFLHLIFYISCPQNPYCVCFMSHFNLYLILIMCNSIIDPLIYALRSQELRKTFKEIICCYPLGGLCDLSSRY
PDI turbidity: inhibitors of human PDI, primary screen, biochemical, turbidity, single point, plate reader; PDI insulin aggregation turbidity, A650, 90 min; inhibition, % at 10 µM; AID 588391, 2011; 350,000 tested, 0.052% active;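 active means mean inhibition across replicates of 30% or more, whatever share of single replicates reach that level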;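 further: absorbance from insulin aggregation driven by PDI reduction with DTT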
Target sequence (P07237 whole entry, looked up): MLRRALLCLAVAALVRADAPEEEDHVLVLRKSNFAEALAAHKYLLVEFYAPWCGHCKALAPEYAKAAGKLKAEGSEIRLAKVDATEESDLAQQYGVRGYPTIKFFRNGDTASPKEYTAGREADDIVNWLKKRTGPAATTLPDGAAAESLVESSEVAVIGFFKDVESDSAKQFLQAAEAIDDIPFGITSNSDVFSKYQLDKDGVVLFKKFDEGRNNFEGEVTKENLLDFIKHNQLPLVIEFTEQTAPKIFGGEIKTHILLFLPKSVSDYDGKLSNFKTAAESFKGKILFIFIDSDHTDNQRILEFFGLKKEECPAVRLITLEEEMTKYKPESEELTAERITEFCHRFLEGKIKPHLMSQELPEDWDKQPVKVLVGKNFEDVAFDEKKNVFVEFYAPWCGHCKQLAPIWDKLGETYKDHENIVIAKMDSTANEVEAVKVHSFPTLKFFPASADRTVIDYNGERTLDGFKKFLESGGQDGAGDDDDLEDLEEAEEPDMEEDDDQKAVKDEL
H9c2 protect: cardioprotection against H2O2-induced cell death, primary screen, uHTS, H9c2 cells, ATPLite luminescence; H9c2 cardiomyocytes, H2O2 injury protection, 2 h; 360,000 tested, 0.63% active; protection from H2O2 cell death, % at 20 µM;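 active means compounds giving at least 50% protection of heart cells from peroxide-induced death in the single-dose screen, raw or plate-pattern-corrected value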;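 further: 0% = DMSO wells with peroxide and 100% = DMSO wells without peroxide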
MC4R antag cAMP: MC4R antagonists of cAMP signaling, primary screen, cell-based, TR-FRET, antagonist arm of biased-ligand search | inhibition, % at 6.5 µM | Melanocortin receptor 4 (Homo sapiens), P32245 | 360,000 tested, 0.48% active | AID 540295, 2011 | MC4R-expressing cells, MTII-stimulated cAMP, LANCE TR-FRET;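 active means inhibition above its plate's cutoff, the mean of tested wells on that plate plus 3 SD, cut at about 29% in these data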;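 further: 0% = Melanotan II alone and 100% = Melanotan II plus saturating MCL0020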
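System – human MC4R-expressing U2OS cells · Also added – Melanotan II · Dosing – one concentration, 6.5 µM nominal · Timing – 30-min compound, 1-h challenge, 1-h detection, room temperature · Measured by – Eu-cAMP/anti-cAMP TR-FRET, emission 671 nm · Replicates – singlicate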
aDG glyco act: activators of alpha-DG glycosylation, primary screen, uHTS, Pro5-aDG cells, AlphaScreen | alpha-DG glycosylation AlphaScreen (IIH6); 0% Pro5, 100% B10-LARGE cell signal | activation, % at 10 µM | 360,000 tested, 0.22% active | AID 624168, 2012;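 active means activation of at least 8% versus controls, or a plate z-score of at least 8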;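 further: Pro5 are CHO cells carrying HIG-tagged alpha-DG that lacks glycosylation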
ABCB6 inh 2: ABCB6 transporter inhibitors, primary screen, K562-ABCB6 cells, flow cytometry, MLPCN library | K562-ABCB6 porphyrin accumulation, 1 h; hits give low values | fluorescence ratio to DMSO, % at 10 µM | 360,000 tested, 0.19% active | AID 602162, 2011 | ATP-binding cassette sub-family B member 6 (Homo sapiens), Q9NP58;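 active means fluorescence ratio to DMSO below 75%, the collection mean minus 3 SD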;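 further: signal is porphyrin accumulated inside mitochondria; 100% equals median channel fluorescence of DMSO control wells; lower ratio means ABCB6 inhibition with less porphyrin fluorescence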
* marks the source's active call; other numbers are inactive results; nt = not tested or not shown.

compound | Glyco luc inh | CaV13 FRET inh | Vif imaging | m5-HT2A agonist | MC4R ag barr | PDI turbidity | H9c2 protect | MC4R antag cAMP | aDG glyco act | ABCB6 inh 2
Cc1ccc(CNC(=O)CCc2c(C)[nH]c(=O)c(C#N)c2C)cc1 | 2.0 | -2.9 | 0.6 | 2.4 | -1.1 | -1.3 | -4.1 | -0.1 | 0.1 | 101.0
Cc1ccc(CNC(=O)C2CC(c3cccc([N+](=O)[O-])c3)=NO2)o1 (stereo not drawn) | 1.5 | -10.4 | 7.5 | 5.1 | 0.5 | 9.7 | -7.5 | -4.3 | 0.1 | 93.0
CC(C)(C)CC(C)(C)SSc1n[nH]c(=S)s1 | -1.2 | -16.3 | 1.7 | -4.1 | -1.7 | -2.8 | 12.4 | 12.5 | 0.3 | 101.0
CCOCCCNC(=O)c1ccc(CS(=O)(=O)c2cccc(C(F)(F)F)c2)o1 | 2.0 | -4.1 | -3.4 | 11.5 | 0.0 | 1.5 | 2.3 | 10.7 | -0.2 | 94.0
COc1cccc(/C=N/NC(=O)c2ccc(-c3ccccc3)cc2)c1O | -2.1 | -1.7 | -8.3 | -1.5 | 2.7 | 4.8 | 29.8 | 3.2 | 1.6 | 100.0
CSc1ccccc1NC(=O)c1noc(C)c1[N+](=O)[O-] | 0.4 | -2.1 | -0.3 | -4.0 | -2.1 | -8.1 | 12.9 | 0.7 | 0.0 | 100.0
COc1cccc(Cn2c(-c3nonc3N)nc3ccccc32)c1 | 8.8 | -1.1 | 4.5 | -0.3 | 1.2 | -5.1 | 2.2 | -22.0 | 0.4 | 95.0
Cn1nccc1NC(=O)CC(CC(=O)O)c1ccccc1 (stereo not drawn) | 3.3 | -4.6 | 4.1 | 5.5 | -2.5 | -0.4 | 0.2 | 8.3 | 0.1 | 100.0
Cc1cccc2cc(CNCC3CCCO3)c(Cl)nc12 (stereo not drawn) | -0.3 | -9.1 | -5.0 | 10.1 | 1.4 | -3.7 | 9.0 | -1.6 | 0.0 | 102.0
COc1ccc(C2CC(c3ccccc3)=NN2c2ccc(S(N)(=O)=O)cc2)cc1 (stereo not drawn) | -4.8 | -2.4 | 38.3 | -2.5 | 4.4 | -0.5 | 3.1 | 28.1 | 1.5 | 96.0
COC(=O)C1=C(N)Oc2cc(C)n(CC3CCCO3)c(=O)c2C1c1ccccc1OC (stereo not drawn) | 0.4 | nt | 0.7 | 1.4 | -1.7 | -4.8 | -2.8 | 8.4 | 2.8 | 101.0
Cc1oc(-c2ccccc2F)nc1CS(=O)(=O)CC(=O)NC1CCCC1 | 1.4 | -4.9 | 5.8 | -1.7 | -0.3 | nt | -1.0 | 3.5 | -0.2 | 89.0
Cc1c(OCC(=O)NC2CCN(Cc3ccccc3)CC2)ccc2c3c(c(=O)oc12)CCC3 | -2.5 | -4.4 | 4.5 | 0.6 | 1.2 | 0.7 | -2.1 | -2.4 | -0.4 | 97.0
COc1ccc(S(=O)(=O)/N=C2/NC(=O)/C(=C\c3ccco3)S2)cc1 | 0.5 | -6.7 | 6.5 | 0.3 | -0.3 | -11.3 | 0.7 | 9.0 | -0.1 | 100.0
COc1cc(OC)c(C(=O)Nc2ccc(N(C)C)cc2)cc1OC | 1.7 | -5.2 | -9.2 | -3.8 | -0.9 | 3.6 | 2.6 | -10.6 | 0.0 | 138.0
CC(C)Cc1ccc(CN2CCCC(NC(=O)CCN3CCCCC3=O)C2)cc1 (stereo not drawn) | -2.9 | -6.9 | -7.1 | -5.6 | 0.7 | -2.0 | -5.0 | 4.2 | 0.3 | 98.0
COc1ccc(C(=O)Nn2c(SCc3ccc([N+](=O)[O-])cc3)nc3ccccc3c2=O)cc1 | -11.0 | nt | -0.9 | -2.9 | -2.7 | -8.2 | -12.0 | 13.1 | -0.1 | 104.0
CCOc1ccccc1OCC(=O)N/N=C(\C)Cc1ccc(OC)cc1 | 16.8 | -4.3 | 3.5 | -3.1 | -2.9 | -5.1 | -2.6 | -28.7 | -0.1 | 103.0
O=c1oc(-c2cccc(S(=O)(=O)N3CCOCC3)c2)nc2ccccc12 | -0.5 | nt | 10.2 | 2.1 | -1.1 | -4.0 | 8.4 | -45.5 | -0.1 | 107.0
Cc1ccc(S(=O)(=O)N2CCN(C(=O)C(Cc3ccccc3)NC(=O)c3ccccc3)CC2)cc1 (stereo not drawn) | -1.7 | -7.1 | -4.6 | -1.3 | -1.0 | -1.0 | 8.2 | 10.0 | 0.1 | 98.0

Reprinted from the part before: 2 entries, then new ones.
compound | Glyco luc inh | CaV13 FRET inh | Vif imaging | m5-HT2A agonist | MC4R ag barr | PDI turbidity | H9c2 protect | MC4R antag cAMP | aDG glyco act | ABCB6 inh 2
O=c1oc(-c2cccc(S(=O)(=O)N3CCOCC3)c2)nc2ccccc12 | -0.5 | nt | 10.2 | 2.1 | -1.1 | -4.0 | 8.4 | -45.5 | -0.1 | 107.0
Cc1ccc(S(=O)(=O)N2CCN(C(=O)C(Cc3ccccc3)NC(=O)c3ccccc3)CC2)cc1 (stereo not drawn) | -1.7 | -7.1 | -4.6 | -1.3 | -1.0 | -1.0 | 8.2 | 10.0 | 0.1 | 98.0
O=C(CN(C(=O)CCC(=O)Nc1nccs1)c1ccc(F)cc1)NCc1ccccc1 | 1.0 | -1.9 | -2.2 | 4.1 | -2.1 | -1.6 | -3.1 | 19.5 | 0.0 | 104.0
N#CC1=C(Nc2ccccc2)SC=C(c2ccccc2)N=C1N1CCOCC1 | 3.1 | -0.6 | -3.9 | 0.3 | -1.3 | 1.2 | 10.8 | 13.5 | 0.0 | 101.0
COc1ccc(C(C)NC(=O)c2ccc(Br)cc2)cc1OC (stereo not drawn) | 1.9 | -4.5 | -11.2 | -0.7 | -3.4 | 6.1 | -1.1 | 6.9 | 0.0 | 99.0
O=C(Nc1ccccc1N1CCCC1)C1CCCO1 (stereo not drawn) | 0.7 | -6.6 | nt | 8.6 | -1.2 | 8.9 | 2.6 | 3.5 | 0.1 | 97.0
COC(=O)c1cc(S(=O)(=O)N2CCN(C(=O)c3ccco3)CC2)cn1C | 0.1 | -5.2 | 5.9 | 7.8 | 0.2 | -2.7 | 3.0 | 4.0 | 0.0 | 94.0
Cc1ccccc1C(C)(O)c1cnc(C)n1Cc1ccccc1 (stereo not drawn) | -1.2 | -17.0 | 9.7 | 6.2 | 1.9 | 20.9 | -1.9 | 1.2 | 0.2 | 96.0
O=Cc1c[nH]c2ccc(S(=O)(=O)N3CCOCC3)cc12 | 0.0 | -4.7 | 5.0 | 0.5 | -2.2 | 10.2 | 1.0 | 12.2 | -0.3 | 99.0
COC(=O)C1C2C=CC(C3CC23)C1C(=O)OCC(=O)c1ccc(OC)cc1 (stereo not drawn) | -2.4 | -4.6 | 1.3 | 6.0 | -1.2 | -7.1 | 9.8 | 0.5 | -0.2 | 92.0
COc1cc(C(=O)Nc2ccc3c(c2)nc(C)n3C)cc(OC)c1OC | 22.5 | 0.0 | 7.8 | -4.2 | -1.3 | -2.3 | -5.0 | 2.5 | -0.1 | 103.0
CCOC(=O)C1(C)NC(c2ccc(OC)cc2OC)C2C(=O)N(c3cccc(OC)c3)C(=O)C21 (stereo not drawn) | 1.5 | -5.4 | 0.2 | 2.2 | 1.0 | -0.8 | -1.1 | -2.2 | 0.3 | 106.0
COc1cc(OC)cc(-c2c(-c3cccs3)c3cc(-c4ccc(SC)cc4)ccc3n2C)c1 | 0.1 | -5.5 | -6.3 | 4.5 | -0.7 | -4.4 | -1.4 | 2.0 | 0.4 | 100.0
CCOC(=O)N1CCC(NC(=O)c2cc(C(=O)NC3CCCC3)ccc2CO)CC1 | 2.4 | -2.9 | nt | -0.3 | 0.3 | nt | -9.5 | 7.9 | 0.2 | 100.0
O=C(Cn1ncc(N2CCCC2)c(Cl)c1=O)c1ccc(Cl)cc1 | -1.4 | 2.2 | 12.7 | 11.5 | 5.6 | -3.5 | 22.9 | -11.1 | 1.1 | 89.0
O=C(O)CSCC(=O)Nc1ccc(C(F)(F)F)cc1 | 1.3 | 1.2 | 3.3 | 0.9 | -2.3 | 19.4 | 9.7 | 4.6 | -0.3 | 92.0
CCc1ccc(OC(=O)c2cncc(Br)c2)cc1 | 1.7 | -19.4 | 9.8 | -3.2 | 4.5 | -1.1 | -1.8 | 12.3 | -0.2 | 104.0
COC(=O)c1ccc(CNC(=O)c2cc(COc3cncc(Cl)c3)on2)cc1 | -6.8 | -6.3 | -2.8 | 1.3 | -2.1 | 5.3 | -4.9 | 8.9 | 1.0 | 96.0
CSc1ccccc1C(=O)N1CCC(n2nccc2NC(=O)C(C)(C)C)CC1 | nt | -6.4 | nt | -2.0 | -3.4 | 3.0 | 2.8 | 6.5 | -0.1 | 101.0
O=C(NC(=S)Nc1cccc([N+](=O)[O-])c1)c1ccccc1 | 2.0 | -5.1 | -13.9 | 2.1 | -0.1 | 2.7 | 1.4 | 32.7* | 0.1 | 99.0
CC1CCc2sc(C(=O)NN=C3CCCC3)cc2C1 (stereo not drawn) | -0.1 | -11.0 | 3.2 | -4.4 | 1.6 | -5.0 | 9.8 | 2.8 | 0.6 | 101.0
CC(C)(C)OC(=O)N1CCC(C(=O)Nc2cccc(C(=O)NC3CC3)c2)CC1 | 1.2 | -9.2 | 1.4 | -0.6 | 0.1 | -9.6 | 7.1 | 3.2 | 0.0 | 96.0
CCCC(=O)c1ccc(N2CCN(C(=O)c3ccccc3Br)CC2)c(F)c1 | -3.4 | -6.9 | -15.8 | -1.0 | 1.8 | -17.2 | -26.4 | 3.4 | 5.2* | 83.0
CC(=O)c1ccc(NC(=S)N2CCCC(CO)C2)cc1 (stereo not drawn) | 0.9 | -4.6 | nt | 3.0 | -1.2 | 0.4 | -4.0 | -2.2 | 0.0 | 97.0
O=C(NCCc1cnccn1)C1CCC(=O)N(Cc2ccc(Cl)cc2)C1 (stereo not drawn) | 2.0 | -7.6 | -8.6 | 2.6 | -0.8 | -0.1 | 10.4 | 17.6 | 0.2 | 104.0
CC(C(=O)Nc1cc([N+](=O)[O-])ccc1Cl)N1CCN(c2ccc(O)cc2)CC1 (stereo not drawn) | -0.1 | -19.6 | 0.9 | -0.1 | 0.3 | -10.2 | -4.0 | -2.0 | -0.1 | 108.0

Bioassay records: PubChem BioAssay, several laboratories
